Screening data (PubChem BioAssay)
MKP-3 inhibition: inhibition of rat DUSP6 enzyme activity – biochemical, in vitro, primary screen (AID 425) | inhibition, % at 20 µM; hits with a dose series show IC50 in µM | recombinant MKP-3 phosphatase activity, fluorescence; higher % means a stronger effect | actives 0.17% (n = 110,000); in the data active = inhibition above about 50%;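 also: plate controls were vehicle for no effect and reference inhibitor for full effect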
Hsp70 displacement: Hsp70 inhibitors, probe displacement, primary screen, biochemical, fluorescence polarization (AID 583). one-dose displacement, % at 20 µM; IC50 in µM for titrated hits. actives 0.06% (n = 140,000). Hsp70 fluorescence polarization probe displacement, mP; higher % means a stronger effect; in the data active = displacement above about 50%;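 also: plate controls were vehicle for no effect and reference ligand for full effect; a part of the inactive calls stands beside numbers as strong as those of hits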
* hit, by the source's call; x = no result given; & = joins results of further samples. This is a subset, so the mix of outcomes need not match the whole.

| MKP-3 inhibition | Hsp70 displacement | Structure |
| --- | --- | --- |
| 2.1% | -9.8% | O=C(Nc1ccc(N2CCCC2)cc1)c1cccc(F)c1 |
| -6.8% | -2.6% | CN(CCO)CC(O)Cn1cnc2c1c(=O)n(C)c(=O)n2C (centres undefined) (tested in a mixture with another compound) |
| 1.3% | 4.2% | CCN(C(=O)Cc1c(C(=O)O)[nH]c2ccccc12)c1cc(OC)ccc1OC |
| -1.7% | 6.1% | Clc1ccc(COn2nnc3ccccc32)c(Cl)c1 |
| -4.8% | 0.6% | N#Cc1ccc(CSc2nnc(-c3ccccn3)n2-c2ccccc2)cc1 |
| 0.5% | 2.6% | CCN1C(=O)CC(NCCc2ccc(S(N)(=O)=O)cc2)C1=O (centres undefined) |
| 8.1% | x | CCC1CCCCN1C(=O)CSc1nnc(CNC(=O)c2ccco2)o1 (centres undefined) |
| 6.5% | -2.3% | COc1ccc(-c2nc3sc(C)c(C)c3c(=O)[nH]2)cc1C |
| -6.4% | 0.7% | CCn1c(=O)cc(OCC(=O)N2CCCC2)c2ccccc21 |
| -1.3% | 2.6% | COc1ccc(COC(=O)c2n[nH]c3ccccc23)cc1F |
| -2.1% | -1.1% | CCOC(=O)Cn1c(=O)c2c(nc(Br)n2Cc2ccccc2)n(C)c1=O |
| -2.4% | -5.1% | CC1(C)CC(=O)c2cc(C(=O)NCc3ccco3)c(=O)n(-c3ccc(Cl)cc3)c2C1 |
| 5.2% | -0.9% | CCOC(=O)c1c(NC=O)sc2c1CCC/C2=N\O |
| -0.7% | -0.5% | COc1ccccc1-n1c(SCC(=O)NC2CCCC2)nc2cccnc21 |
| x | -2.0% | CNC(=O)COC(=O)c1cc2c(C)nn(-c3ccc(F)cc3)c2s1 |
| -8.1% | 7.4% | Cc1nc2ccccc2c(=O)n1CCCn1ccnc1 |
| -5.2% | x | COc1ccc(NC(=O)C2CCCN2S(=O)(=O)c2cccc3cccnc23)c(OC)c1 (centres undefined) |
| -3.9% | -0.1% | CCOC(=O)C1Cc2ccccc2C(=O)O1 (centres undefined) |
| x | -2.1% | COc1cc(CNC(C)(C)CO)ccc1OCC(=O)Nc1ccc(Br)cc1 |
| -5.9% | -7.8% | c1nc(N2CCOCC2)c2c3c(sc2n1)CCCC3 |
| 0.2% | 0.3% | Cc1ccc(/C=C2/SC(=S)N(CCC(=O)Nc3c(C)n(C)n(-c4ccccc4)c3=O)C2=O)cc1 |
| x | -4.0% | COc1ccc(-c2nnc(SCC(=O)N3c4ccccc4Sc4ccccc43)o2)cc1 |
| -17.1% | -0.2% | Nc1cc(N)nc(SCc2cc(=O)oc3cc4c(cc23)CCC4)n1 |
| x | 1.9% | Cc1cc2nnc(SCC(=O)N3CCN(c4ccccc4)CC3)n2c(N)n1 |
| 1.0% | 7.4% | O=C(Nc1ccc(I)cc1Cl)C(c1ccccc1)c1ccccc1 |
| -4.9% | 5.9% | CCCn1c(SCC(=O)N2c3ccccc3Sc3ccccc32)nc2c1c(=O)n(C)c(=O)n2C |
| 4.3% | 0.4% | CCn1cc(C2=NOC(C(=O)Nc3cc(OC)c(Cl)cc3OC)C2)c(C)n1 (centres undefined) |
| -5.9% | 0.6% | Cc1nc(NC(=O)C2CC2)sc1C(=O)N1CCCCC1 |
| -1.8% | 4.0% | COC(=O)c1ccc(CSc2nnnn2-c2ccc(C)cc2C)o1 |
| -11.3% | -0.6% | COc1ccc(OC)c(C(c2nnnn2C2CCCC2)N2CCc3ccccc3C2)c1 (centres undefined) |
| 2.9%&0.2% | 4.2%&-0.4% | COc1cc(C(=O)N2c3ccccc3CC2C)cc(OC)c1OC (centres undefined) |
| -1.7% | 4.6% | CC(COCCc1nnc(NC(=O)c2ccccc2)s1)OCCc1nnc(NC(=O)c2ccccc2)s1 (centres undefined) |
| x | -4.5% | CCCCNC(=O)C1CCN(C/C(C)=C/c2ccccc2)CC1 |
| -9.0% | 99.4% | COc1ccc(-c2nnn(CC(=O)N(CC(=O)NC3CCCC3)Cc3cccs3)n2)cc1OC |
| -2.7% | -5.3% | COc1ccc2c(c1)CCc1c(C(=O)Nc3cc(C)n(Cc4ccc(Cl)cc4)n3)noc1-2 |
| -12.4% | 3.2% | COC(=O)c1ccc(COC(=O)C23CC4CC(CC(O)(C4)C2)C3)o1 |
| -8.3% | -0.3% | COc1ccc(C)cc1NC(=O)CSc1nnc(COc2ccc(Cl)cc2)n1Cc1ccco1 |
| 0.7% | -12.8% | O=S(=O)(Nc1cc(Cl)ccc1N1CCCCC1)c1cccs1 |
| 3.5% | -2.9% | COC(=O)c1c(NC(=O)c2cccc(OC)c2)sc(C)c1C |
| 3.7% | 1.4% | COc1ccc(CCNS(=O)(=O)c2ccc([N+](=O)[O-])cc2)cc1OC |
| -8.9% | -8.1% | N#Cc1nc(-c2ccco2)oc1NCc1cccnc1 |
| x | 1.2% | CN1CCc2[nH]c3ccc(C(=O)NN)cc3c2C1 |
| -0.3% | -4.1% | CCOC(=O)Cc1nnc(NC(=O)c2cccs2)s1 |
| 7.0% | -0.2% | COc1ccc(Cl)cc1C(=O)Nc1cc(=O)n(C)c(=O)n1C |
| -1.5% | -0.5% | Cc1nc(S(=O)(=O)NC2CCCCC2)c(C#N)c(C)c1Cl |
| 0.4% | 7.9% | O=C(NCc1ccc(Cl)cc1)c1cnn2c(C(F)(F)F)cc(-c3ccco3)nc12 |
| x | -2.9% | Cc1cc(C)c2cc(C#N)c(N3CCCN(S(=O)(=O)c4ccccc4)CC3)nc2c1 |
| -1.9% | 3.4% | Cn1ccnc1SCC(=O)NC12CC3CC(CC(C3)C1)C2 |
| -11.9% | 2.7% | CCN1C(=O)/C(=C/N(C)C)c2ccccc21 |
| -3.5% | -1.6% | Cc1nn(-c2ccccc2)c(Cl)c1C(=O)NCC(=O)O |

(next part)
| MKP-3 inhibition | Hsp70 displacement | Structure |
| --- | --- | --- |
| -0.3% | -0.2% | Cc1ccc(C)c(NC(=O)c2ccccc2F)c1 |
| -4.7% | -1.0% | CC1CCN(c2nc3c(c(=O)[nH]c(=O)n3C)n2CCSc2ncccn2)CC1 |
| 6.4% | 2.6% | COc1ccc(C(=O)N2CCN(C3C4CC5CC(C4)CC3C5)CC2)cc1OC (centres undefined) |
| -0.6% | -1.5% | O=C(Nc1ccccc1C(=O)N1CCN(Cc2ccccc2)CC1)c1ccco1 |
| 4.3% | -5.6% | CCOC(=O)c1sc2ncc([N+](=O)[O-])c(NC)c2c1N |
| 4.5% | 3.8% | Cc1cc(C=O)c(C)n1-c1ccc2ccccc2c1 |
| -0.2% | -0.1% | O=C(/C(=C\c1ccc([N+](=O)[O-])cc1)n1cncn1)c1ccc(Cl)cc1Cl |
| -3.5% | 2.0% | Cc1nc2scc(-c3ccccc3)c2c(=O)n1/N=C/c1ccco1 |
| -10.8% | -2.2% | COC(=O)c1[nH]c2ccccc2c1NC(=O)CN1CCN(Cc2ccc3c(c2)OCO3)CC1 |
| x | -4.2% | Cc1ccc(C(c2nnnn2C2CCCCC2)N2CCN3CCCC3C2)cc1 (centres undefined) |
| -1.5% | -2.8% | Clc1ccccc1-c1nnc2sc(-c3cccs3)nn12 |
| -8.7% | -3.2% | NC(=O)CN(c1ccc(Cl)cc1)S(=O)(=O)c1ccccc1 |
| -14.0% | 2.2% | Cc1ncsc1C(=O)NCc1ccc(N2CCCC2=O)cc1 |
| x | 2.0% | COc1ccc(OC)c(C(O)c2coc3ccc(O)c(CN(C)C)c23)c1 (centres undefined) |
| -6.1% | 9.1% | O=C(NCc1cccnc1)C1c2ccccc2C(=O)N1C1CCCC1 (centres undefined) |
| 1.3% | -1.3% | S=C(c1ccc(-c2ccc(Cl)cc2Cl)o1)N1CCN(c2ccccc2)CC1 |
| 0.9% | 7.1% | CCOc1ccc(NC(=O)CSc2nnc(Cc3cccn3C)n2-c2ccc(OC)cc2)cc1 |
| 3.9% | -1.6% | Cc1cccc(C(=O)Nc2nc3ccc(Br)cc3s2)c1 |
| 3.7% | -1.5% | COc1ccc(NC(=O)c2ccc(OCC(C)C)cc2)cc1 |
| 2.1% | -2.5% | O=C1C(=O)N(Cc2cccnc2)C(c2ccc(Br)cc2)/C1=C(\O)c1ccccc1 (centres undefined) |
| 0.3% | 5.0% | O=C(NC(=S)Nc1ccc([N+](=O)[O-])cc1O)c1ccc(Br)cc1 |
| -3.0% | 7.2% | C=CCNS(=O)(=O)c1ccc(OCC(=O)OC)cc1 |
| 1.3% | -0.8% | CCOC(=O)C1=NN(C(=O)c2cccc(C)c2)C(O)(c2ccc(Cl)cc2)C1 (centres undefined) |
| 4.1% | 3.3% | COc1ccc(S(=O)(=O)N2Cc3ccccc3CC2C(=O)N2CCOCC2)cc1OC (centres undefined) |
| -2.0% | -0.3% | Nc1ccc2nc(SCC(=O)Nc3cccc(C(F)(F)F)c3)sc2c1 |
| -0.7% | -1.9% | CC(C)c1ccc(/C=N/N=C2/NC(=O)C(Cc3ccccc3)S2)cc1 (centres undefined) |
| 1.5% | -0.1% | COc1ccccc1N1CCN(S(=O)(=O)c2ccc(Br)cc2)CC1 |
| x | 0.7% | C=CCN(Cc1cccc(OC)c1OC)S(=O)(=O)N(C)C |
| -3.3% | -5.5% | C=CCOc1ccc(/C=C2/C(=O)NC(=O)N(c3ccc(C)cc3)C2=O)cc1OCC |
| x | 2.9% | O=C(CCc1ccc(S(=O)(=O)N2CCOCC2)cc1)Nc1nccs1 |
| -12.0% | -1.9% | Cn1ncc(N=Cc2ccccc2)c1C(N)=O |
| 1.4% | -1.1% | COC(=O)C1=C(C(=O)OC)SC(=C2C(=S)C(C)(C)N(C(=O)c3ccc4ccccc4c3)c3ccccc32)S1 |
| -5.3% | 4.5% | Cc1ccc(NC(=O)CS(=O)CC(=O)NCC2CCCO2)cc1 (centres undefined) |
| 0.9% | 0.4% | COc1ccc(-n2c(=O)c3c4c(sc3n3cnnc23)CC(C)CC4)cc1 (centres undefined) |
| 0.5% | -0.4% | O=C(CSCC(=O)Nc1ccccc1-c1ccccc1)Nc1ccccc1 |
| 3.9%&3.1% | 3.4%&-0.4% | Cc1ccc(-c2nc3ccccc3c(=O)n2CCCn2ccnc2)cc1 |
| 2.4% | -2.2% | COc1ccc(NC(=O)C2=C(C)NC(=O)NC2c2ccc(Br)cc2)cc1 (centres undefined) |
| -1.9% | 2.3% | O=[N+]([O-])c1ccccc1C1N(c2ccccc2)CCN1c1ccccc1 |
| x | 0.8% | CC1=C(C(=O)Nc2ccccc2)C(c2ccc(C)o2)n2c(s/c(=C/c3ccccc3)c2=O)=N1 (centres undefined) |
| x | -0.3% | CCOC(=O)CSc1nnc(NCC(=O)OC)c(=O)[nH]1 |
| -12.4% | 2.9% | Cc1c(O)ccc(C(=O)CN2C(=O)c3ccccc3C2=O)c1O |
| -0.3% | 1.0% | COc1cc(C2C3=C(CC(C)(C)CC3=O)OC3=C2C(=O)CC(C)(C)C3)ccc1OCc1ccccc1 |
| -2.7% | -3.1% | Cc1ccc(C(=O)Nc2ccc(I)cc2)cc1[N+](=O)[O-] |
| 5.6% | 3.8% | CC1=C(C(=O)OC2CCCCC2)C(c2cc3c(cc2[N+](=O)[O-])OCO3)C2=C(CC(C)(C)CC2=O)N1 (centres undefined) |
| -4.2% | -0.7% | CN1CCN(Cc2nc3c(c(=O)[nH]c(=O)n3C)n2Cc2c(F)cccc2Cl)CC1 |
| -0.3% | 4.3% | CC(=O)c1ccc(NC(=O)c2ccc3c(c2)C(=O)N(c2ccc(C)c(C)c2)C3=O)cc1 |
| 1.9% | 1.9% | C=CCn1c(SCC(=O)NCCCN2CCOCC2)nc2sc3c(c2c1=O)CCCC3 |
| -0.8% | 5.0% | C=C(C)C1CCC(C)=C1CC/C(C)=N/NC(N)=S (centres undefined) |
| 3.3% | 4.6% | COc1cccc(/C=N/NC(=O)c2cc(C34CC5CC(CC(C5)C3)C4)[nH]n2)c1 |
| -12.4% | -7.0% | O=C(CSc1nnc(-c2ccc(Br)cc2)o1)Nc1cccc2ccccc12 |

(further entries)
| MKP-3 inhibition | Hsp70 displacement | Structure |
| --- | --- | --- |
| -2.9% | -3.2% | CC(=O)N(Cc1cccnc1)Cc1cc2ccccc2[nH]c1=O |
| 21.3% | -0.4% | CN(C)c1ccc(/C=N/NC(=O)Cn2c3ccccc3c(=O)c3ccccc32)cc1[N+](=O)[O-] |
| -0.9% | 1.3% | COC(=O)C1(S(=O)(=O)c2ccc(Br)cc2)CCCC1 |
| -5.3% | -4.3% | CC(C)CC(=O)Nc1c2c(nn1-c1ccc(F)cc1)CSC2 |
| 3.6% | -2.7% | COc1cc2c(cc1NS(=O)(=O)c1ccc3ccccc3c1)oc1ccccc12 |
| 0.5% | 4.2% | O=C(O)CCN1C(=O)c2ccccc2C1=O |
| -5.8% | -0.5% | CCc1ccc(-c2nc(CN3CCC(C(=O)NCCc4ccc(OC)c(OC)c4)CC3)c(C)o2)cc1 |
| -3.2% | 9.0% | CCCN1CCC(NC(=O)Nc2ccc(OC)c(OC)c2)CC1 |
| 1.1% | 0.6% | Cc1ccccc1C(=O)N1CCN(Cc2ccccc2)CC1 |
| 2.9% | 0.2% | CCN1C(=O)/C(=C\c2cc(Cl)ccc2OCc2ccc(F)cc2)SC1=S |
